# V1R ag counter – counter-screen for oxytocin receptor agonists: human V1a receptor agonists | CHO-V1R cells, Fluo-8 calcium fluorescence, agonist mode; 0% DMSO, 100% 3 nM vasopressin | activation, % at 3 µM | actives 0.25% (n = 320,000);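 active = activation above the mean activation of all tested compounds plus 3 SD, per screening run, cut at about 20% in these data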;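 note: signal is peak over basal fluorescence ratio across a 100 second FLIPR read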
# Target sequence (P37288 whole entry, looked up): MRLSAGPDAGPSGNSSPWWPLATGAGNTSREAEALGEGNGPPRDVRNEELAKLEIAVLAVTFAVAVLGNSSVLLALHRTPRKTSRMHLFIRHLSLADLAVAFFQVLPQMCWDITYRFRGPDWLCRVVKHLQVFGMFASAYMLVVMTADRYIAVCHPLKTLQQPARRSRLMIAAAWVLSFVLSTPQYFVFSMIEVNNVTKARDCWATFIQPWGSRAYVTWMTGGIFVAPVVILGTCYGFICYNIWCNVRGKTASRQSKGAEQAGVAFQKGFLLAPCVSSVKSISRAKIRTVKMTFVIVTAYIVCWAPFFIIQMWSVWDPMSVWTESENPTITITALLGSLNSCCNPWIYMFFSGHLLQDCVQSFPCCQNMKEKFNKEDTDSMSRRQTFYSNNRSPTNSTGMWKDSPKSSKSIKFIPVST
# OXTR agonist – human OXTR agonism; actives 0.32% (n = 320,000); AID 2435; activation, % at 3 µM; CHO-OTR cells, Fluo-8 calcium fluorescence; normalized: DMSO 0%, oxytocin 100%;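 active = activation above the mean of all tested compounds plus 3 SD, cutoff set per screening run, cut at about 20% in these data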;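 note: peak over basal fluorescence ratio from a 100 s FLIPR kinetic read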
# CHO-K1 Ca PAM – counter-screen for M1 PAMs: effect in parental CHO-K1 cells | ATP EC20, Fluo-8 calcium fluorescence; 0% at ATP EC20, 100% at ATP max | activation, % at 3 µM | actives 0.02% (n = 360,000) | AID 602247;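 active = activation above the run cutoff, the mean activation of all test compounds plus 3 SD, cut at about 40% in these data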;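 note: peak over basal fluorescence ratio in a 140 s read after ATP addition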
# GPR7 antag – blocks human GPR7 receptor signaling. GPR7-expressing cells, fluorescence antagonist assay. inhibition, % at 4.4 µM. actives 1.1% (n = 290,000). AID 1861; in the data active = inhibition above about 16%, passing the limit was not always enough;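 note: cells stimulated with the agonist NPW; 0% = agonist with vehicle and 100% = vehicle without agonist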
# Target sequence (P48145 whole entry, looked up): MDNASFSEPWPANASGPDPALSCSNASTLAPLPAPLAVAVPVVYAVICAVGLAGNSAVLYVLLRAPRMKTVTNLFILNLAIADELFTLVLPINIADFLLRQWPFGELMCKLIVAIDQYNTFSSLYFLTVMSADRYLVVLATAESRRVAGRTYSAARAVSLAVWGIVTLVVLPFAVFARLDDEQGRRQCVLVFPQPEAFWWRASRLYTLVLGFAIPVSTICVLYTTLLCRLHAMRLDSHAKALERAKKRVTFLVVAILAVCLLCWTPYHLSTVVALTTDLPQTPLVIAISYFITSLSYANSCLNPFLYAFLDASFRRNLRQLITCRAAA
# TAAR1 antagonist – antagonists of human TAAR1. Q96RJ0. CHO RD-HGA16 TAAR1, Fluo-8 calcium fluorescence, antagonist. inhibition, % at 3 µM. actives 1.5% (n = 360,000). AID 624466;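 active = inhibition above a per-plate cutoff, the mean inhibition of test compounds on that plate plus 3 SD, cut at about 49% in these data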;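 note: 0% = DMSO plus EC80 beta-PEA response and 100% = DMSO alone without agonist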
# Target sequence (Q96RJ0 whole entry, looked up): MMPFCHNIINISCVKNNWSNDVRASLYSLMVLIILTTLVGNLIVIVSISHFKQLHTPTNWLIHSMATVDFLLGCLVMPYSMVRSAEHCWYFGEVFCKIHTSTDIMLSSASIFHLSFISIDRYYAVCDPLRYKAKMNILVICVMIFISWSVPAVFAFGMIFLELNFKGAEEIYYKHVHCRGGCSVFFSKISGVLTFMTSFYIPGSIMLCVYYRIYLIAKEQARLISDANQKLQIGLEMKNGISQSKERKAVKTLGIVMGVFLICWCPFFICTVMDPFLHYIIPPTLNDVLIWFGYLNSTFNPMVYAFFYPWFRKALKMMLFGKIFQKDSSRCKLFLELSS
#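 System: RD-HGA16 CHO cells with stable hTAAR1 and Gα16 | Probe or stimulus: EC80 β-phenethylamine stimulus | Dosing: 3 µM, single point | Times: Dye loading 75 min at 37 °C, then 30 min room temperature | Measured by: Fluo-8 calcium-sensitive fluorescence | Read-out basis: % inhibition of agonist calcium response | Replicates: n of 1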
# CHO parental Ca – counter-screen: ATP calcium response change in parental CHO cells. parental CHO-K1, ATP-induced calcium, Fluo-8 fluorescence. inhibition, % at 5.6 µM. actives 0.63% (n = 330,000);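 active = inhibition above that plate's mean sample inhibition plus 3 SD, cut at about 26% in these data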;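 note: 0% = ATP-challenged DMSO wells and 100% = DMSO wells without ATP; some compounds past the cut are filed as inactive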
#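 Test system: parental CHO cells; detection: calcium-sensitive Fluo-8 fluorescence; evaluation: percent inhibition of calcium signal; also added: ATP as calcium-mobilizing challenge; repeats: one well per compound; control set: ATP-challenged DMSO wells low, unchallenged DMSO wells high; compound: single nominal dose of 5.6 µM per compound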
# CHO-K1 Ca ag – nonselective activator or artifact in parental CHO-K1 cells; Fluo-8 calcium fluorescence; scaled to maximal ATP response, vehicle zero; activation, % at 3 µM; actives 0.48% (n = 360,000); AID 602248; in the data active = activation above about 15%;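 note: untransfected CHO-K1 host cells lacking M1 receptor as counterscreen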
# OXTR potentiator – potentiates the human oxytocin receptor response. CHO-OTR cells, Fluo-8 calcium fluorescence, potentiator mode; 0% = oxytocin EC15, 100% = EC100. activation, % at 3 µM. actives 0.061% (n = 320,000);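 active = activation above that plate's cutoff, the mean activation of tested compounds plus 3 SD, cut at about 6.6% in these data, passing the limit was not always enough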;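 note: 100% uses oxytocin at 75 nM as the full agonist control; some results filed as inactive read as strong as hits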
#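 Material: human OTR in CHO cells. Compound: 3.0 µM, one dose. Timing: compound 6 min at room temperature before oxytocin, 100 s read. Evaluation: % activation of max/min ratio relative to oxytocin controls. Replication: single well per compound, singlicate. Signal: Fluo-8 calcium dye fluorescence.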
# CHO-K1 Ca antag – nonselective inhibitor or artifact in parental CHO-K1 cells; ATP-induced calcium, Fluo-8 fluorescence; inhibition, % at 3 µM; actives 0.6% (n = 360,000); AID 602250;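 active = inhibition above a per-plate cutoff, the plate's mean sample inhibition plus 3 SD, cut at about 24% in these data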;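 note: 0% = DMSO plus EC80 ATP and 100% = DMSO alone without ATP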
# Numbers without * were called inactive; · = no result given.
SMILES,V1R ag counter,OXTR agonist,CHO-K1 Ca PAM,GPR7 antag,TAAR1 antagonist,CHO parental Ca,CHO-K1 Ca ag,OXTR potentiator,CHO-K1 Ca antag
COc1ccc(-c2nc(C)ncc2-c2ccccc2)c(O)c1,-1.6,-2.3,-4,-14,1,-17,1.3,-9,-5
COc1ccc(OCc2nnc(SCC(=O)Nc3cccc(C(C)=O)c3)o2)cc1,4.2,4.0,-4,·,5,-9,6.4,-13,-17
CC1CCCC(NC(=O)CSc2ncnc3ccccc23)C1C (stereo unspecified),1.2,0.8,-3,·,11,-28,1.1,0,-7
O=C(CSc1ncnc2ccccc12)N1CCNC1=O,1.1,0.3,8,·,-2,-2,0.8,-7,-16
CC1CC(=O)C(C2c3ccccc3CCN2C(=O)CCl)C(=O)C1 (stereo unspecified),1.2,-0.4,13,-3,5,9,0.5,-5,-6
O=C1[C@H]2[C@@H](/C=C/c3ccccc3)N3C(=O)CN(CC4CC4)C(=O)[C@@]3(Cc3ccccc3)[C@H]2C(=O)N1c1ccccc1,0.2,-1.5,7,-13,5,-23,-0.2,-17,0
O=[N+]([O-])c1ccc(N2CCCC2)nc1,0.2,0.0,-20,-2,-18,-15,-0.1,4,8
C1=CCN(c2nc(N3CCOCC3)nc(N3CCCc4ccccc43)n2)CC1,·,·,23,·,1,·,-0.2,·,-20
O=S(=O)(N1CCCCCC1)N1CCN(S(=O)(=O)N2CCCCC2)CC1,0.9,0.2,7,-9,1,-11,0.2,-2,12
CCc1cccc(C)c1NC(=O)CCCN1C(=O)NC(C)(C)C1=O,0.3,1.1,-5,·,-9,-9,0.2,2,-3
Cc1ccc(N2CC(C(=O)NCc3nnnn3-c3ccc(C)c(C)c3)CC2=O)cc1 (stereo unspecified),-0.3,-1.0,-23,3,-12,1,2.1,-5,1
Cc1ccc(S(=O)(=O)Nc2c(C)n(C)n(-c3ccccc3)c2=O)cc1C(=O)NCc1ccccc1,-0.6,-0.6,5,·,-3,-19,-0.3,-1,-7
Cc1cccc2sc(NNC(=O)c3cc(=O)c4ccccc4o3)nc12,0.8,0.0,2,-6,-20,-1,1.0,-8,13
C=CCSc1nnc(-c2cc3c(s2)-c2ccccc2CC3)o1,2.3,1.7,13,-13,10,0,2.2,-19,-2
O=C(c1cc(C2CC2)nn1-c1ccccc1)N1CCN(S(=O)(=O)c2cccc(F)c2)CC1,1.6,0.1,-7,·,19,-17,-0.4,1,5
Cc1cc(=O)oc(C)c1C(=O)NCc1cccnc1,-0.5,1.2,7,2,-25,-6,0.1,3,-8
COC(=O)Cn1c(=NC(=O)CSC(C)=O)sc2ccccc21,-0.1,-1.4,15,6,-11,3,0.4,0,-2
CC1(O)N(CCC(=O)Nc2cccc(F)c2)C(=O)OC12CCCCC2 (stereo unspecified),-0.2,1.2,-8,-15,-12,-19,0.2,-2,5
c1ccc(-n2cnc3ccccc32)nc1,-0.6,-0.5,17,-9,-15,8,1.1,-7,-4
O=C1Cn2nnc(-c3ccccc3)c2C2c3ccccc3CCN12 (stereo unspecified),·,·,15,·,-32,·,0.4,·,11
COc1ccc(/C=N/NC(=O)c2ccc(=O)n(C)c2)cc1OC,-0.1,0.3,0,-6,-23,-5,-0.3,-8,6
CC(CNC(=O)c1cncc(O)c1)NC(=O)c1cncc(O)c1 (stereo unspecified),-0.1,1.6,12,-1,2,-10,-0.3,-2,-2
Cc1ccc(C)c(NC(=S)NNC(=O)c2csc3c2CCCC3)c1,-0.6,0.7,27,-13,14,-28,2.8,-6,-14
O=C(CN1CCN(c2ccc(O)cc2)CC1)Nc1ccc2c(c1)OCCCO2,0.4,-1.2,12,·,0,-9,-0.6,-7,-19
CC(=O)c1ccc(NC(=S)Nc2ccc(Br)c(Cl)c2)cc1,3.3,8.1,14,-7,6,-7,7.6,-3,-3
O=C(O)[C@H](Cc1ccccc1)NC(=O)N1CCN(c2ccc(F)cc2)CC1,1.5,0.8,10,-9,-7,-8,2.0,-2,-5
COc1cccc(C(=O)NCC2(c3ccc(OC)c(OC)c3)CCCC2)c1,-1.1,-2.5,15,0,-24,-15,0.4,-2,-6
O=C(COC(=O)CNC(=O)c1cccc([N+](=O)[O-])c1)Nc1cccc(S(=O)(=O)N2CCCC2)c1,2.6,1.3,17,-6,-21,-24,3.7,-7,-9
CCOc1ccc(N(CC(=O)NC2CCCCC2)C(=O)CCC(=O)Nc2nc(C)cs2)cc1,6.7,11,9,10,7,-18,0.8,-2,-19
COc1cccc(NC(=O)c2c(C)cc(C)cc2CC(C)(C)C(=O)O)c1,0.4,-0.6,17,-1,-17,-5,0.6,-3,-11
COCCC(=O)N1CCc2ccc(NC(=O)c3ccc(C(F)(F)F)cc3)cc2C1,4.0,0.7,-6,-5,3,4,2.8,-2,-8
CSc1ccc(CCNC(=O)CCc2nnc3ccc(N4CCOCC4)nn23)cc1,0.2,1.0,15,-7,-22,-1,-0.2,-2,-1
CCOC(=O)C1(C)/C(=N/Nc2ccc(Cl)cc2)C(=O)C(=O)N1c1ccccc1 (stereo unspecified),-1.1,-1.7,7,12,-5,0,0.3,-17,-20
COc1ccc(C(=O)NC2CCCc3c2cnn3-c2cc(F)cc(F)c2)c(OC)c1OC (stereo unspecified),1.0,-1.3,9,-16,-30,-29,2.4,-3,-14
CCOC(=O)c1cnc(-n2nc(C)cc2C)nc1NC(C)c1ccccc1 (stereo unspecified),11,0.9,13,0,26,-9,4.0,1,10
CCOc1ccc(CNC(=S)NCc2ccc(OCC)cc2)cc1,1.4,-1.5,10,-3,-5,-16,1.4,-8,0
CC(=O)N1C(Nc2ccc(Cl)cc2)CCN1c1ccccc1 (stereo unspecified),0.2,2.4,6,1,-13,-13,-0.1,-3,3
CCOc1ccc(Br)cc1S(=O)(=O)NCCN(C)C,0.0,0.0,-4,-1,8,4,-0.3,-6,0
Cc1nc2ccccn2c(=O)c1NC(=O)c1ccc2c(c1)OCO2,·,·,-11,·,-18,·,0.2,·,20
Cc1cccc(NC(=S)NN2CCN(C)CC2)c1C,0.6,1.9,-7,-6,-24,-10,0.4,3,8
O=C(COC(=O)C1CC1)Nc1c(Cl)cccc1C(F)(F)F,0.0,-0.2,9,·,-9,-5,0.6,1,-6
COc1ccc(S(=O)(=O)N2CCCCC2)cc1NC(=O)Cc1sc(C)nc1-c1ccc(F)cc1,0.2,0.3,4,·,-35,-8,0.6,-12,15
O=C(NC(=S)NCc1ccccc1)c1cccc([N+](=O)[O-])c1,-0.7,-1.9,6,20,18,-12,5.3,-2,2
Cc1ccc(NC(=O)CN2CCC(NC(=O)c3ccccc3F)CC2)cc1C,-0.1,-1.9,-1,1,7,-13,0.1,5,-10
O=C(Nc1ccc(F)c(F)c1)c1cnc(-c2ccccc2)nc1-c1ccccc1,2.4,-0.3,0,-1,11,-18,0.3,-11,1
COc1ccc(-c2cc(C(=O)N/N=C(\C)c3cccnc3)c3ccccc3n2)cc1,·,·,15,6,-12,·,0.2,·,-8
CCOC(=O)N=Nc1c(O)n(Cc2ccccc2)c2ccccc12,-0.3,-1.4,1,-13,-6,-6,0.0,-11,1
CC12CCC(=O)N1C(C(=O)Nc1ccc(F)c(Cl)c1)CS2 (stereo unspecified),-0.3,-0.3,-13,·,-27,-7,0.5,-7,8
Cn1c(SCC(=O)Nc2cccc(C(=O)O)c2)nnc1-c1cc2cc(Br)ccc2o1,1.2,-0.5,15,2,0,6,0.4,-8,-9
CC(=O)c1sc(Nc2cccc(C)c2)nc1C,-1.5,-3.0,-8,9,7,-8,0.1,1,-1
CCn1cc(C(=O)NCc2ccco2)c(=O)c2cc(S(=O)(=O)N3CCCC3)ccc21,-0.4,0.3,23,1,-6,-4,7.1,0,-13
CCCSC1=C(C#N)C(c2ccc(Cl)cc2Cl)CC(=O)N1 (stereo unspecified),-0.8,-0.3,0,-8,1,-11,0.7,-10,-10
Cc1cccc(NC(=O)COC(=O)CCc2ccc(S(=O)(=O)N3CCOCC3)cc2)c1C,0.1,-0.4,-7,8,1,-11,1.2,-1,7
CC1CCc2nc(NC(=O)c3ccco3)sc2C1 (stereo unspecified),4.3,-1.5,-4,-10,-3,-16,-0.1,1,18
CC(=O)c1c(C)[nH]c(C(=O)OCC(=O)Nc2sc3c(c2C#N)CCCC3)c1C,12,13,14,-4,37,34*,6.1,-18,2
Cc1ccc(S(=O)(=O)N2CCN(S(=O)(=O)N3CCOCC3)CC2)c(C)c1,0.5,0.6,-14,5,-18,-12,-0.1,-3,20
Cc1cc(OCC(=O)Nc2cnn(CCCC(=O)O)c2)ccc1Cl,7.8,-0.1,-2,-1,-7,-2,0.0,-1,0
CCOc1ccc(N2C(=O)CC(S/C(N)=N/N=C/c3cccs3)C2=O)cc1 (stereo unspecified),0.6,0.6,16,7,-2,-1,2.1,-7,-1
CCn1c(C)nc2cc(C(=O)NNC(=O)c3ccc(Cl)nc3)ccc21,2.7,0.0,12,-3,11,3,0.4,-6,-6
COCCN1C(=O)N(c2ccccc2)C(=O)C1CC(=O)Nc1cc(OC)cc(OC)c1 (stereo unspecified),0.1,-0.8,5,-8,2,-26,0.4,-4,1

# (more compounds)
SMILES,V1R ag counter,OXTR agonist,CHO-K1 Ca PAM,GPR7 antag,TAAR1 antagonist,CHO parental Ca,CHO-K1 Ca ag,OXTR potentiator,CHO-K1 Ca antag
Cc1sc2ncn(CC(=O)NCC(=O)N3CCN(c4ccc(F)cc4)CC3)c(=O)c2c1C,2.3,-0.6,16,1,-31,-18,0.7,-15,-14
COCCN(Cc1cc2cc(C)ccc2n2nnnc12)C(=S)Nc1ccc(OC)cc1,·,·,-13,·,-3,·,0.4,·,-2
CCc1c(C)[nH]c2c(C)cccc2c1=O,-0.1,-0.5,15,4,13,-6,0.2,-6,-12
Cc1nn2c(CN(C(=O)c3ccco3)c3ccccc3)nnc2c2ccccc12,·,·,17,-15,5,·,3.2,·,-11
CCN1CCN(CCCNC(=O)c2cc3c(=O)[nH]c4ccccc4c3s2)CC1,0.6,1.3,5,8,-4,-7,0.2,2,-4

# One compound at a time, as listed above.
# `CCN1CCN(CCCNC(=O)c2cc3c(=O)[nH]c4ccccc4c3s2)CC1` as listed: V1R ag counter: 0.6; OXTR agonist: 1.3; CHO-K1 Ca PAM: 5; GPR7 antag: 8; TAAR1 antagonist: -4; CHO parental Ca: -7; CHO-K1 Ca ag: 0.2; OXTR potentiator: 2; CHO-K1 Ca antag: -4
# `CCc1c(C)[nH]c2c(C)cccc2c1=O` as listed: V1R ag counter: -0.1; OXTR agonist: -0.5; CHO-K1 Ca PAM: 15; GPR7 antag: 4; TAAR1 antagonist: 13; CHO parental Ca: -6; CHO-K1 Ca ag: 0.2; OXTR potentiator: -6; CHO-K1 Ca antag: -12

# Screens from PubChem.
